Screening results as filed in PubChem.
Mcl1-Noxa inh: disrupts binding of human Mcl-1 to Noxa peptide; Q07820; TR-FRET Mcl-1/Noxa peptide binding, 2 h; inhibition, % at 21.7 µM; 220,000 compounds, 1.5% hits; AID 1022;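 active means compounds that cut the protein-peptide binding signal by more than 50% relative to plate controls in a single-dose test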;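 further: His-tagged Mcl-1 with rhodamine Noxa BH3 peptide and terbium anti-His antibody; 0% = Mcl-1 plus Noxa peptide wells and 100% = peptide-only wells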
Pf gamet viab: inhibitors of late stage P. falciparum gametocyte viability | P. falciparum stage V gametocytes, ATP luminescence, 24 h | inhibition, % at 10.9 µM | 150,000 compounds, 0.065% hits;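 active means inhibition above the mean plus 3 SD of compounds within the control limits, set per campaign, cut at about 38% in these data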;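 further: 0% = DMSO wells and 100% = medium only without gametocytes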
ABCG2 block: human ABCG2 inhibition, ABCB1 as counter-screen. Q9UNQ0. IgMXP3 cells, JC-1 efflux, flow cytometry. inhibition, % at 6.6 µM. 190,000 compounds, 0.1% hits;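 active means inhibition above 80%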;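 further: 0% = DMSO and 100% = nicardipine control wells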
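Measure – % inhibition of efflux relative to nicardipine and DMSO · Test system – ABCG2 IgMXP3 and barcoded ABCB1 CCRF-Adr cell mix · Control set – nicardipine as high control, DMSO as low control · Compound – one concentration, 6.6 µM final · Signal – flow cytometry of retained JC-1 fluorescence · Timing – 10 min exposure at 25 °C with rotation, no wash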
RGS8-Gao reg: modulates binding of RGS8 to human Galphao; 220,000 compounds, 0.34% hits; response (percent of control binding), % at 10 µM; multiplexed bead flow cytometry; actives lie on both sides; P09471; in the data active means response below about 60% or above about 140%; inactive means in between;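 further: Galphao activated as the GDP aluminium fluoride complex binding bead-coupled RGS8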
Avidin bead fluor: avidin bead compound fluorescence profile | fluorescence (KMESF) at 10 µM | AID 1775 | 220,000 compounds, 0.38% hits | Avidin beads, compound fluorescence 488/530 nm, flow cytometry; hits give high values; in the data active means fluorescence above about 47; further: inactives centre near 10
GSH bead fluor: GSH bead compound fluorescence profile; GSH beads flow cytometry, compound fluorescence 488/530 nm; hits give high values; fluorescence (KMESF) at 10 µM; 190,000 compounds, 0.25% hits; AID 1776; in the data active means fluorescence above about 89;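 further: glutathione beads carrying GST-tagged Bcl family fusion proteins plus one bare bead set; values are compound well signal with DMSO vehicle wells as background; inactives centre near 16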
Mcl1-Bid inh: disrupts binding of human Mcl-1 to Bid peptide; 220,000 compounds, 0.97% hits; Q07820; inhibition, % at 21.7 µM; AID 1021; TR-FRET Mcl-1/Bid-Dy647 peptide binding, 1536-well;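 active means compounds that cut the binding signal by more than half at the single screening dose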;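 further: His-tagged Mcl-1 with europium anti-His antibody binding Bid BH3 peptide; 0% = Mcl-1 plus peptide wells and 100% = peptide-only wells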
ABCB1 block: inhibitors of human ABCB1 transporter, ABCG2 counter-screen | CCRF-Adr cells, JC-1 efflux, flow cytometry | inhibition, % at 6.6 µM | 190,000 compounds, 0.067% hits; in the data active means inhibition above about 40%;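 further: 0% = vehicle and 100% = reference inhibitor; higher value means more JC-1 retained so stronger ABCB1 efflux block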
Target sequence (P08183 whole entry, looked up): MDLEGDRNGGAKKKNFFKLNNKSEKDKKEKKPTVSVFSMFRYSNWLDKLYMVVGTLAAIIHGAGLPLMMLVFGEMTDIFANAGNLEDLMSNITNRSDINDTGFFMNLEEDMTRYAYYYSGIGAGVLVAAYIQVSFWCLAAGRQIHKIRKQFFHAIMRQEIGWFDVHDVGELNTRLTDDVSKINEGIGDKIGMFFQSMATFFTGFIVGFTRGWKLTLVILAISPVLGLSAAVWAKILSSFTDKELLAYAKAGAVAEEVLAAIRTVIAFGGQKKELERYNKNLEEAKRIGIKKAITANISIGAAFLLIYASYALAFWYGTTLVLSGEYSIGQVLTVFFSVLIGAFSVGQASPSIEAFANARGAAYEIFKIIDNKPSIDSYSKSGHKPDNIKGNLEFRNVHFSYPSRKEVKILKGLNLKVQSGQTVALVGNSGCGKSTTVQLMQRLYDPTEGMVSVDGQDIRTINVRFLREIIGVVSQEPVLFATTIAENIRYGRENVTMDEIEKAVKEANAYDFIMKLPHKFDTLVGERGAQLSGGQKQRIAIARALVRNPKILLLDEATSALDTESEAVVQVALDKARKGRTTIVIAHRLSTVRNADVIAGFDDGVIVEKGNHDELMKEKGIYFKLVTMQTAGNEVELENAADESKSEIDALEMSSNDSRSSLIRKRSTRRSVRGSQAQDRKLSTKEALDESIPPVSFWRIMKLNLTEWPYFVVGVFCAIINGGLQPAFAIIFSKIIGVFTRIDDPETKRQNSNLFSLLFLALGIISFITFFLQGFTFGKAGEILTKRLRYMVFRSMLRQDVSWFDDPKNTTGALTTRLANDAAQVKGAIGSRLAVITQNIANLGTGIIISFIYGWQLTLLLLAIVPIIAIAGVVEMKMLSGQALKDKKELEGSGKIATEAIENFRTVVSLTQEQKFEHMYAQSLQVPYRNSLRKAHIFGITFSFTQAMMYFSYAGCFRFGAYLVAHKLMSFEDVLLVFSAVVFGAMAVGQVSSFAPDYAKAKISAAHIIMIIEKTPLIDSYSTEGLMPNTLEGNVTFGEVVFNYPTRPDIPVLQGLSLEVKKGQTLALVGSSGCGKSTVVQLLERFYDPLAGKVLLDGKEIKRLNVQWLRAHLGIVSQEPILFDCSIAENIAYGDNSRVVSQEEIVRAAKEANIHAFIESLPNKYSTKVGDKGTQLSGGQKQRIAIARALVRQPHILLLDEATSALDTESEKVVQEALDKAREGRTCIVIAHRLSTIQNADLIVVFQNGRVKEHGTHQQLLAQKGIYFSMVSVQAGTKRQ
RGS7-Gao: modulates binding of RGS7 to human Galphao; Multiplexed bead flow cytometry; actives lie on both sides; binding response (% of control), % at 10 µM; AID 1439; 220,000 compounds, 0.35% hits; P09471; in the data active means binding response below about 49% or above about 150%; inconclusive means no clear call, values can overlap the other calls; inactive means in between;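 further: fluorescent Galphao held in activated GDP-AlF4 state binding bead-coupled RGS7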
RGS4-Gao reg: modulates binding of RGS4 to human Galphao | P09471 | Multiplexed bead flow cytometry; actives lie on both sides | binding response (% of control), % at 10 µM | 220,000 compounds, 0.33% hits; in the data active means binding response below about 49% or above about 150%; inactive means in between;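 further: fluorescent Galphao activated with aluminum fluoride binding bead-coupled RGS4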
Bim-Mcl-1: inhibitors of Bim-Mcl-1 interaction, human; Q07820; Bead-based flow cytometry, Bim peptide-Mcl-1 binding; inhibition, % at 10 µM; 190,000 compounds, 0.1% hits; AID 1009; in the data active means inhibition above about 40%;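 further: 0% = no compound tracer wells and 100% = peptide blocker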
An asterisk follows results filed as active; & = joins results of further samples. An unsorted share of the library, and some 3.3% of all compounds hit somewhere here.

For Cc1ccc(COc2ccc(/C=N/NC(=O)CN3CCCCC3)cc2)cc1 the results were Mcl1-Noxa inh -12, ABCG2 block 2, RGS8-Gao reg 101, GSH bead fluor 13, Mcl1-Bid inh -13, ABCB1 block 0.8, RGS7-Gao 104, RGS4-Gao reg 100 and Bim-Mcl-1 -6.
CCCc1cc(=O)[nH]c(SCc2cc(=O)oc3cc(C)c(C(C)C)cc23)n1 was read as Mcl1-Noxa inh 0, Pf gamet viab -6, ABCG2 block -2, RGS8-Gao reg 101, Avidin bead fluor 7, GSH bead fluor 15, Mcl1-Bid inh -29, ABCB1 block -0.3, RGS7-Gao 100, RGS4-Gao reg 100 and Bim-Mcl-1 -1.
`CCOC(=O)c1c(NC(=O)c2ccc(Cl)cc2)csc1C` gave Mcl1-Noxa inh -3, Pf gamet viab -10, ABCG2 block 1, RGS8-Gao reg 99, Avidin bead fluor 16, GSH bead fluor 21, Mcl1-Bid inh -4, ABCB1 block 0.6, RGS7-Gao 97, RGS4-Gao reg 97 and Bim-Mcl-1 -1.
For COc1ccccc1NC(=O)C1CCC(CNc2c(N3CCCCC3)c(=O)c2=O)CC1 (stereo not given) the results were Mcl1-Noxa inh -8, Pf gamet viab 10, RGS8-Gao reg 102, Avidin bead fluor 8, Mcl1-Bid inh -28, RGS7-Gao inconclusive and RGS4-Gao reg 101.
`O=C(CSc1nnc(CNc2ccc(F)cc2)o1)c1ccccc1` gave Mcl1-Noxa inh 12, Pf gamet viab -4, ABCG2 block 0, RGS8-Gao reg 105, Avidin bead fluor 11, GSH bead fluor 14, Mcl1-Bid inh -56, ABCB1 block 0.2, RGS7-Gao 97, RGS4-Gao reg 101 and Bim-Mcl-1 -4.
O=C(/C=C/c1ccccc1Cl)NCCc1ccccc1 was read as Mcl1-Noxa inh 3, ABCG2 block 5, RGS8-Gao reg 99, Avidin bead fluor 11, GSH bead fluor 79, Mcl1-Bid inh -22, ABCB1 block 0.3, RGS7-Gao 98, RGS4-Gao reg 97 and Bim-Mcl-1 1.
`CCOC(=O)C(=O)/C(C#N)=C/Nc1ccc(Cl)cc1` gave Mcl1-Noxa inh 4, Pf gamet viab -54, ABCG2 block 0, RGS8-Gao reg 101, Avidin bead fluor 10, GSH bead fluor 10, Mcl1-Bid inh -50, ABCB1 block 0.0, RGS7-Gao 103, RGS4-Gao reg 101 and Bim-Mcl-1 -1.
COCC(C)n1c(C)cc(C(=O)COc2ccc(C)nc2[N+](=O)[O-])c1C (stereo not given) was read as Mcl1-Noxa inh -21, Pf gamet viab 16, ABCG2 block 2, RGS8-Gao reg 105, Avidin bead fluor 5, GSH bead fluor 20, Mcl1-Bid inh -19, ABCB1 block 0.0, RGS7-Gao 100, RGS4-Gao reg 100 and Bim-Mcl-1 -1.
For CCn1c(CSc2nnc(-c3ccoc3C)n2C)nc2cc(S(=O)(=O)N(C)C)ccc21 the results were Mcl1-Noxa inh 8, ABCG2 block 1&0, RGS8-Gao reg 99&105, Avidin bead fluor 31&22, GSH bead fluor 12&10, Mcl1-Bid inh -15, ABCB1 block -0.1&-0.1, RGS7-Gao 105&103, RGS4-Gao reg 97&105 and Bim-Mcl-1 -1&0.
Screening Nc1cc2c(cc1[N+](=O)[O-])OCO2 returned Mcl1-Noxa inh 79*, Pf gamet viab 24, ABCG2 block 2, RGS8-Gao reg 100, Avidin bead fluor 6, GSH bead fluor 19, Mcl1-Bid inh 14, ABCB1 block 0.4, RGS7-Gao 99, RGS4-Gao reg 99 and Bim-Mcl-1 3.
COc1ccc(OCC(=O)Nc2ccc(N3CCOCC3)cc2)c([N+](=O)[O-])c1 was read as Mcl1-Noxa inh 7, Pf gamet viab 8, ABCG2 block 1, RGS8-Gao reg 102, Avidin bead fluor 21, GSH bead fluor 7, Mcl1-Bid inh -60, ABCB1 block 0.0, RGS7-Gao 98, RGS4-Gao reg 100 and Bim-Mcl-1 -5.
`O=C(NCc1ccco1)c1cc2ccccc2c(=O)o1` gave Mcl1-Noxa inh 33, ABCG2 block 31, RGS8-Gao reg 96, Avidin bead fluor 27, GSH bead fluor 27, Mcl1-Bid inh -4, ABCB1 block 2.6, RGS7-Gao 97, RGS4-Gao reg 97 and Bim-Mcl-1 1.
Screening O=C(NC(=S)Nc1ccc2oc(=O)ccc2c1)c1ccc(-c2cccc(Cl)c2Cl)o1 returned Mcl1-Noxa inh 27, ABCG2 block 0, RGS8-Gao reg 97, Avidin bead fluor 40, GSH bead fluor 2, Mcl1-Bid inh 42, ABCB1 block -0.2, RGS7-Gao 109, RGS4-Gao reg 112 and Bim-Mcl-1 -1.
For COc1cc(OC)cc(C(=O)N[C@H](C(=O)NC23CC4CC(CC(C4)C2)C3)C(C)C)c1 the results were Mcl1-Noxa inh 8, ABCG2 block 6, RGS8-Gao reg 89, Avidin bead fluor 6, GSH bead fluor 13, Mcl1-Bid inh -4, ABCB1 block 2.0, RGS7-Gao 97, RGS4-Gao reg 96 and Bim-Mcl-1 -1.
Screening CCN(CC(=O)NC1CCS(=O)(=O)C1)C(=O)C(c1ccccc1)c1ccccc1 (stereo not given) returned Mcl1-Noxa inh -6, Pf gamet viab -79, ABCG2 block 4, RGS8-Gao reg 95, Avidin bead fluor 10, GSH bead fluor 29, Mcl1-Bid inh -7, ABCB1 block 1.5, RGS7-Gao 88, RGS4-Gao reg 84 and Bim-Mcl-1 3.
For c1ccc(OCc2nc(-c3ccncc3)no2)cc1 the results were Mcl1-Noxa inh 10, Pf gamet viab -19, ABCG2 block 111*, RGS8-Gao reg 98, Avidin bead fluor 12, GSH bead fluor 10, Mcl1-Bid inh -16, ABCB1 block 3.5, RGS7-Gao 101, RGS4-Gao reg 103 and Bim-Mcl-1 0.
CCOC(=O)c1nc(-c2ccccc2)sc1C(C)=O was read as Mcl1-Noxa inh -10, Pf gamet viab 10, RGS8-Gao reg 103, Avidin bead fluor 6, Mcl1-Bid inh -1, RGS7-Gao inconclusive and RGS4-Gao reg 102.
Cn1ccnc1SCC(=O)NC1CC1 was read as Mcl1-Noxa inh 5, Pf gamet viab 6, ABCG2 block 1, RGS8-Gao reg 101, Avidin bead fluor 6, GSH bead fluor 12, Mcl1-Bid inh 3, ABCB1 block 0.1, RGS7-Gao 98, RGS4-Gao reg 105 and Bim-Mcl-1 -2.
O=C(Nc1ccc(Oc2ccc(S(=O)(=O)N3CCOCC3)cn2)cc1)c1ccco1 was read as Mcl1-Noxa inh 4, ABCG2 block 2&-1, RGS8-Gao reg 95&106, Avidin bead fluor 31&30, GSH bead fluor 13&16, Mcl1-Bid inh -21, ABCB1 block 0.3&-0.1, RGS7-Gao 93&110, RGS4-Gao reg 96&107 and Bim-Mcl-1 -2&-1.
Oc1ccc(-n2cnnn2)cc1 was read as Mcl1-Noxa inh 18, Pf gamet viab 33, ABCG2 block 13, RGS8-Gao reg 101, Avidin bead fluor 11, GSH bead fluor 23, Mcl1-Bid inh -37, ABCB1 block 1.3, RGS7-Gao 100, RGS4-Gao reg 99 and Bim-Mcl-1 -1.
CC1CCc2nc(NC(=O)c3ccc(S(=O)(=O)N4CCCc5ccccc54)cc3)sc2C1 (stereo not given) was read as Mcl1-Noxa inh 8, ABCG2 block -1, RGS8-Gao reg 100, Avidin bead fluor 34, GSH bead fluor 12, Mcl1-Bid inh -1, ABCB1 block -0.5, RGS7-Gao 98, RGS4-Gao reg 102 and Bim-Mcl-1 -3.
OCCn1c(CSc2nnc(-c3ccco3)n2-c2ccccc2)nc2ccc(Cl)cc21 was read as Mcl1-Noxa inh 38, ABCG2 block 3, RGS8-Gao reg 99, Avidin bead fluor 4, GSH bead fluor 29, Mcl1-Bid inh 0, ABCB1 block -0.1, RGS7-Gao 97, RGS4-Gao reg 97 and Bim-Mcl-1 -1.
CCOC(=O)c1cc2c(ccn2C)n1Cc1cc(C)ccc1C was read as Mcl1-Noxa inh 11, Pf gamet viab 14, ABCG2 block 21, RGS8-Gao reg 100, Avidin bead fluor 14, GSH bead fluor 36, Mcl1-Bid inh -33, ABCB1 block 1.3, RGS7-Gao 97, RGS4-Gao reg 100 and Bim-Mcl-1 0.
Screening CC(C)n1ncc(C(N)=O)c1N returned Mcl1-Noxa inh 15, ABCG2 block 5, RGS8-Gao reg 101, Avidin bead fluor 29, GSH bead fluor 21, Mcl1-Bid inh -2, ABCB1 block 0.8, RGS7-Gao 99, RGS4-Gao reg 98 and Bim-Mcl-1 -2.
N#Cc1c(N)nc2c(c1-c1cccs1)CCCC2 was read as Mcl1-Noxa inh 4, Pf gamet viab -3, ABCG2 block 10, RGS8-Gao reg 99, Avidin bead fluor 11, GSH bead fluor 9, Mcl1-Bid inh 3, ABCB1 block 0.4, RGS7-Gao 99, RGS4-Gao reg 97 and Bim-Mcl-1 -6.
For CCOC(=O)N1CCN(C(=O)CCCCn2c(=S)[nH]c3ccsc3c2=O)CC1 the results were Mcl1-Noxa inh 25, ABCG2 block -2, RGS8-Gao reg 103, Avidin bead fluor 11, GSH bead fluor 15, Mcl1-Bid inh -49, ABCB1 block -1.2, RGS7-Gao 107, RGS4-Gao reg 103 and Bim-Mcl-1 -1.
Screening Cc1ccccc1-c1noc(C2CCCCC2)n1 returned Mcl1-Noxa inh -4, ABCG2 block -1, RGS8-Gao reg 101, Avidin bead fluor 8, GSH bead fluor 55, Mcl1-Bid inh 1, ABCB1 block -0.2, RGS7-Gao 100, RGS4-Gao reg 98 and Bim-Mcl-1 0.
Screening CC1=NNC(=O)C1CC(=O)N/N=C/c1ccncc1 (stereo not given) returned Mcl1-Noxa inh 2, Pf gamet viab -35, RGS8-Gao reg 102, Avidin bead fluor 7, Mcl1-Bid inh -39, RGS7-Gao inconclusive and RGS4-Gao reg 104.
`CCNC(=S)Nc1ccc(Cl)cc1` gave Mcl1-Noxa inh 0, ABCG2 block 3, RGS8-Gao reg 105, Avidin bead fluor 2, GSH bead fluor 6, Mcl1-Bid inh -26, ABCB1 block 0.2, RGS7-Gao 101, RGS4-Gao reg 103 and Bim-Mcl-1 -1.

In the list so far, these have an NH in an aromatic ring.
CCCc1cc(=O)[nH]c(SCc2cc(=O)oc3cc(C)c(C(C)C)cc23)n1 was read as Mcl1-Noxa inh 0, Pf gamet viab -6, ABCG2 block -2, RGS8-Gao reg 101, Avidin bead fluor 7, GSH bead fluor 15, Mcl1-Bid inh -29, ABCB1 block -0.3, RGS7-Gao 100, RGS4-Gao reg 100 and Bim-Mcl-1 -1.
For CCOC(=O)N1CCN(C(=O)CCCCn2c(=S)[nH]c3ccsc3c2=O)CC1 the results were Mcl1-Noxa inh 25, ABCG2 block -2, RGS8-Gao reg 103, Avidin bead fluor 11, GSH bead fluor 15, Mcl1-Bid inh -49, ABCB1 block -1.2, RGS7-Gao 107, RGS4-Gao reg 103 and Bim-Mcl-1 -1.
